Bioassay records: PubChem BioAssay, several laboratories
LAP4-GFP MLPCN = modulators of TOR pathway LAP4-GFP in S. cerevisiae. S. cerevisiae LAP4-GFP multiplex, flow cytometry GFP, 3 h; median GFP as percent of DMSO wells. GFP response vs DMSO, % at 10 µM. hit rate 0.34% among 320,000;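 active means GFP response vs DMSO above a set limit, about the screen mean plus 3 SD, cut at about 150% in these data; inconclusive means under 70 cell events counted for the yeast strain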
JMJD2C inh = inhibitors of human GASC-1 (JMJD2C) demethylase; Q9H3R0; GST-JMJD2C(1-420) H3K9me3 demethylation, DELFIA europium; inhibition, % at 2.35 µM; hit rate 0.069% among 330,000; AID 2099;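 active means more than half of a compound's replicate wells show inhibition beyond 50%, single wells judged on their own value; inconclusive means some, but no more than half, of replicates pass 50% inhibition; inactive means no replicate passes 50% inhibition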;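 further: signal counts dimethyl H3K9 product captured on neutravidin plate; 0% = median of DMSO wells and 100% = 0.3 times that DMSO median; strong numbers were not always called active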
Target sequence (Q9H3R0 1-420 limits assumed): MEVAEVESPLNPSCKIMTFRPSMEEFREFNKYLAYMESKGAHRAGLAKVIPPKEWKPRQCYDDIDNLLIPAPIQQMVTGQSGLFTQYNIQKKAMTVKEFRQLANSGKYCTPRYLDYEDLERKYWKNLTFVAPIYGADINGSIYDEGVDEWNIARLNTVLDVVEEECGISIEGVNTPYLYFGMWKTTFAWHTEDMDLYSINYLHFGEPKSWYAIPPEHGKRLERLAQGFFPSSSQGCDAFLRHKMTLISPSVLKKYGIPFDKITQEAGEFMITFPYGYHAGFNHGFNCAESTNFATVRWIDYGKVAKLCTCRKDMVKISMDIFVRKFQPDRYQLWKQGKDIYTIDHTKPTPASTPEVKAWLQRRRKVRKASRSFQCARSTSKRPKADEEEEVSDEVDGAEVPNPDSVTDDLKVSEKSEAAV
RPL19A TOR yeast = alters RPL19A-GFP fluorescence in TOR pathway yeast screen. percent response vs DMSO, % at 10 µM. hit rate 0.3% among 330,000. AID 2025. S. cerevisiae RPL19A-GFP strain, flow cytometry, 3 h; hits give low values;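 active means percent response vs DMSO below 50%; inconclusive means fewer than 70 events counted for the yeast strain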;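 further: median channel GFP fluorescence of the barcoded RPL19A-GFP strain; ratio of sample median GFP to plate DMSO average so 100% = DMSO; lower means less RPL19A-GFP as with rapamycin TOR inhibition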
MEP2 TOR yeast = alters MEP2-GFP fluorescence in TOR pathway yeast screen; S. cerevisiae MEP2-GFP strain, flow cytometry GFP, 3 h; 100% = DMSO control level; hit rate 0.51% among 330,000; GFP response vs DMSO, % at 10 µM;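 active means GFP response versus DMSO above a set limit, roughly screen mean plus 3 SD, cut at about 180% in these data; inconclusive means fewer than 70 cells counted for a yeast strain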;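 further: median GFP fluorescence of the barcode-gated MEP2-GFP cells per well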
proCasp7 act = counter-screen for procaspase-3 activators: activators of human procaspase-7. P55210. recombinant procaspase-7, Ac-DEVD-pNA absorbance 405 nm; D23A/D198A/D206A triple mutant, cannot self-cleave; scale: DMSO 0, 5 µM enzyme 100. activation, % at 8.5 µM. hit rate 0.093% among 330,000;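 active means percent activation above the screen-wide mean plus 3 SD, cut at about 25% in these data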
Target sequence (P55210 whole entry D23A/D198A/D206A): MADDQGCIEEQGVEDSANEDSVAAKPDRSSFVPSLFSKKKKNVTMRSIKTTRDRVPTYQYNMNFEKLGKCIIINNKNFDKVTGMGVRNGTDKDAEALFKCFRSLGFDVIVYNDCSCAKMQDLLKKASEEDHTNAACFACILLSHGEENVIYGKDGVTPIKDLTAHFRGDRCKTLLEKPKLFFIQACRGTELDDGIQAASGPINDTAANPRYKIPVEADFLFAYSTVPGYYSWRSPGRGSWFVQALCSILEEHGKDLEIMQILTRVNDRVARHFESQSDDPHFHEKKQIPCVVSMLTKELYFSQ
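Assay system: Uncleavable procaspase-7 mutant enzyme / Input: 2 µM procaspase-7 mutant as dispensed / Dosing: single nominal 8.5 µM compound dose, 0.8% DMSO final / Timing: 1 h enzyme–compound preincubation and 2 h substrate reaction, both 25 °C / Detection: p-Nitroaniline absorbance at 405 nm, read at 0 and 120 min / Replication: singlicate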
procasp3 activ = procaspase-3 (human) activation. P42574. recombinant procaspase-3 D3A, Ac-DEVD-pNA absorbance 405 nm. activation, % at 8.5 µM. hit rate 0.11% among 330,000;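 active means activation above the mean of all tested compounds plus 3 SD, cut at about 21% in these data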;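 further: 0% = DMSO alone and 100% = DMSO wells spiked with extra 5 µM PC-3 D3A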
Target sequence (P42574 whole entry D9A/D28A/D175A): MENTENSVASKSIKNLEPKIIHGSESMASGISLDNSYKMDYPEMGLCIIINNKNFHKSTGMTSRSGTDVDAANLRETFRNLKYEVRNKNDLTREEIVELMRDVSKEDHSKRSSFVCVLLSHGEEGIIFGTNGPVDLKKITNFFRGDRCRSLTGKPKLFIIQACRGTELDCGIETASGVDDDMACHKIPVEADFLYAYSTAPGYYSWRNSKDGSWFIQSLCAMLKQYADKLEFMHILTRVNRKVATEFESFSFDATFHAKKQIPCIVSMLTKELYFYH
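material = Procaspase-3 D3A mutant | probe or stimulus = Ac-DEVD-pNA | compound = single dose, 8.5 µM nominal compound, 0.8% DMSO | timing = 1 h preincubation, 2 h reaction | measured by = 405 nm absorbance of p-nitroaniline, reads at 0 and 120 min | benchmarks = DMSO-only low control, 5 µM PC-3 D3A high control | repeats = singlicate, each compound tested once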
AHR act = activators of human aryl hydrocarbon receptor; activation, % at 5 µM; AHR-responsive luciferase reporter cells, luminescence; hit rate 2.5% among 320,000; in the data active means activation above about 47%;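 further: 0% = vehicle wells and 100% = reference agonist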
CR mimetic SO = caloric restriction mimetics inhibiting age-related superoxide in yeast. hit rate 0.18% among 330,000. superoxide response (% of plate mean), % at 10 µM. S. cerevisiae aged cells, superoxide DHE fluorescence; hits give low values. AID 2690;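 active means superoxide response under a set limit, about three screen SD below normal, cut at about 65% in these data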;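 further: yeast aged for seven days with compound at 30 °C before DHE staining; 100% = average MFI of all compound-treated wells on the plate with controls excluded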
* = called active by the depositor; ? = inconclusive; · = not tested or not shown; & = joins results of further samples; [ ] = another dose, or the depositor's remark. Outcome played no part in choosing rows; 3.8% or so of the library scored in one or more.

Results follow in this order: LAP4-GFP MLPCN | JMJD2C inh | RPL19A TOR yeast | MEP2 TOR yeast | proCasp7 act | procasp3 activ | AHR act | CR mimetic SO
O=C1/C(=C\c2ccco2)CCC/C1=C\c1ccco1
    107[may fluoresce violet] | -3 | 101[may fluoresce violet] | 106[may fluoresce violet] | -6 | -11 | 9 | 106
COC(=O)c1cn(NC(=O)Cc2c(F)cccc2Cl)c(=O)c2ccccc12
    104 | 35 | 100 | 100 | -2 | -5 | 6 | 102
O=C(c1cccs1)N1CCN(C(=O)c2cn(-c3ccccc3)nc2-c2ccccc2)CC1
    102 | -1 | 102 | 109 | 3 | -5 | 4 | 107
CSc1nc(SCC(=O)O)c2c3c(sc2n1)COC(C)(C)C3
    93 | 0 | 99 | 97 | 3 | -4 | -1 | 102
O=C(COC(=O)/C=C/c1ccccc1)Nc1ccccc1Br
    97 | -9 | 106 | 107 | -4 | 1 | 0 | 113
Cc1cc(C)n(C(=O)Cn2nc(C(F)F)cc2C)n1
    103 | -23 | 105 | 107 | -3 | -14 | -3 | 96
O=C(CN1CCN(C(=O)C2COc3ccccc3O2)CC1)Nc1ccc(F)cc1 (stereo unspecified)
    98 | 5 | 99 | 112 | -2 | 3 | -1 | 104
O=C(NNC(=O)c1ccc(Cl)s1)c1csc(N2CCOCC2)n1
    110 | 22 | 103 | 102 | 4 | 7 | 7 | 96
CC(C)c1ccc(NC(=O)C2CCN(c3ncnc4c3nc3n4CCCCC3)CC2)cc1
    102 | -5 | 101 | 95 | 7 | 9 | 4 | 121
S=c1[nH]nc(COc2ccccc2)n1/N=C/C=C/c1ccco1
    107 | 17 | 100 | 97 | -18 | -8 | 5 | 90
Cc1ccc2c(CN3CCN(S(=O)(=O)c4ccccc4C(F)(F)F)CC3)cc(=O)oc2c1C
    101 | 3 | 96 | 96 | 4 | 9 | 1 | 93
O=c1c(C(c2ccccc2)c2c(O)nc3n(c2=O)CCCS3)c(O)nc2n1CCCS2
    102 | -3 | 103 | 104 | 6 | 0 | 0 | 104
COC(=O)c1ccccc1NC(=O)Nc1cccnc1
    102 | 7 | 95 | 106 | 0 | -6 | 3 | 105
CC(=O)c1ccc(NS(=O)(=O)c2ccc(C(C)(C)C)cc2)cc1
    98 | -5 | 101 | 102 | 7 | 1 | -1 | 100
O=C(COC(=O)c1ccccc1Cl)Nc1ccc2[nH]c(=O)[nH]c2c1
    116 | -1 | 93 | 99 | 1 | 7 | -1 | 100
CNC(=O)/C(C#N)=C/c1cn(CC(=O)NCc2ccco2)c2ccccc12
    103 | 14 | 100 | 108 | -2 | -5 | 1 | 95
Cc1ccc(SCCNS(C)(=O)=O)cc1
    101 | -11 | 94 | 107 | -5 | -8 | 1 | 92
O=S(=O)(NC1c2cccc3cccc(c23)C1Sc1ncccn1)c1ccccc1 (stereo unspecified)
    93 | -4 | 98 | 96 | -2 | 2 | 12 | 97
O=C(Nc1ccc(N=Nc2ccccc2)cc1)c1ccc(Cl)cc1Cl
    107 | 11 | 113 | 114 | 1 | -1 | -3 | 124
CCOC(=O)N1CCC(Nc2c(NCCN3CCN(c4cccc(Cl)c4)CC3)c(=O)c2=O)CC1
    95 | 2 | 97 | 99 | -3 | 2 | 0 | 92
COc1ccc(COCC(O)CN(Cc2ccco2)Cc2ccccc2O)cc1 (stereo unspecified)
    94 | -11 | 101 | 102 | -11 | 1 | 6 | 120
Cc1cccc(C)c1NC(=O)CN(C)C(=O)c1cc([N+](=O)[O-])ccc1N1CCOCC1
    88 | 21 | 97 | 73 | -18 | -3 | 3 | 85
CCOC(=O)CSc1n[nH]c(NC(C)=O)n1
    103 | 4 | 106 | 105 | -4 | 2 | 0 | 89
Clc1ccc(CSCCc2ccncc2)cc1
    103 | 2 | 103 | 106 | 5 | -5 | -5 | 110
Cn1c2c(c(=O)n(C)c1=O)C(CC(=O)Nc1ccc(F)cc1)C(=O)N2 (stereo unspecified)
    93 | -16 | 91 | 90 | -8 | 1 | 6 | 106
Cc1nc(NCCO)c(C#N)c2c1COC(C)(C)C2
    90 | -22 | 95 | 98 | 3 | 2 | 2 | 108
COc1ccccc1NC(=O)N[C@@H](Cc1c[nH]c2ccccc12)C(=O)NN
    99 | 6 | 103 | 100 | · | · | · | 98
COc1ccc2oc(=N)c(C(=O)Nc3ccc(Br)cc3)cc2c1
    98 | 0 | 99 | 99 | -5 | 3 | 1 | 106
Fc1ccc(-c2nnc3ccc(N4CCCC4)nn23)cc1
    94 | 0 | 97 | 88 | 1 | 1 | -9 | 106
CN(Cc1ccc(C(F)(F)F)cc1)C(=O)C1CC(=O)N(Cc2ccco2)C1 (stereo unspecified)
    99 | -2 | 100 | 97 | 11 | -2 | 0 | 106
CC1CCc2sc3nc(NCc4ccco4)n4ncnc4c3c2C1 (stereo unspecified)
    102 | -1 | 100 | 100 | -7 | -8 | 45 | 102
N/C(Cc1nc2ccccc2s1)=N\O
    108 | -10 | 98 | 94 | -11 | -11 | 16 | 120
COc1ccc(C)cc1-n1c(N)c(C#N)c(C#N)c1-c1ccc(OC)c(OC)c1OC
    101 | 37&-1 | 94 | 96 | 5 | 9 | 0 | 89
Cc1c(CCC(=O)NC2CC2)c(=O)oc2cc(O)ccc12
    102 | 6 | 98 | 104 | 17 | 23* | -1 | 91
Cc1ccc(CNC(=O)CCOc2ccc(C(C)(C)C)cc2)cc1
    94 | 5 | 95 | 99 | 13 | -8 | 2 | 99
CCCn1c(=O)c(/C(N)=N/O)nn(-c2cccc(C(F)(F)F)c2)c1=O
    127 | 4 | 102 | 106 | -6 | -8 | 8 | 91
CC(C)(C)c1ccc(C(CC(=O)O)NC(=O)C23CC4CC(CC(C4)C2)C3)cc1 (stereo unspecified)
    89 | -30 | 99 | 90 | 0 | 3 | 0 | 105
COc1ccc(C(C)C)cc1S(=O)(=O)Nc1ccncc1
    103 | -6 | 95 | 102 | 12 | -1 | 1 | 101
CCn1nnnc1SCC(=O)Nc1cc(C)on1
    90 | -10 | 97 | 98 | 2 | 6 | -1 | 100
CC1(C)Cc2c(c(=S)nc(-c3ccccc3)n2CCN2CCOCC2)CO1
    98 | -12 | 102 | 102 | -4 | 3 | -4 | 95
CCOC(=O)C1CCN(CC(O)COCc2cccs2)CC1 (stereo unspecified)
    93 | 3 | 106 | 110 | -5 | 1 | -3 | 97
O=C(/C=C/c1ccco1)N(Cc1cccc(Br)c1)C1CCS(=O)(=O)C1 (stereo unspecified)
    101 | 3 | 94 | 98 | -7 | -13 | -4 | 91
Cn1nnnc1Sc1ncnc2scc(Br)c12
    129 | -2 | 93 | 95 | 7 | -3 | 3 | 120
Cc1sc(NC(=O)c2ccc(OCC(C)C)cc2)c(C(N)=O)c1-c1ccc(Cl)cc1Cl
    100 | -20 | 98 | 111 | 7 | 6 | -1 | 76
CCOc1ccc(CN2CCCC(N3CCN(c4ccc(OC)cc4)CC3)C2)cc1 (stereo unspecified)
    89 | 12 | 101 | 110 | 2 | -2 | 3 | 94
COc1ccc(C(=O)Nc2ccc3[nH]ccc3c2)cc1OC
    111 | 4 | 99 | 99 | 5 | -14 | 26 | 94
CCOc1ccccc1N1CCN(C(=O)/C=C/c2cccc([N+](=O)[O-])c2)CC1
    98 | 1 | 99 | 101 | 9 | 4 | 4 | 107
O=C(CCS(=O)(=O)c1ccc(Cl)cc1)N1CCN(c2ccc(F)cc2)CC1
    97 | 2 | 94 | 94 | 8 | -5 | 0 | 90
O=C(Nc1cccc2cccnc12)c1ccc2c(c1)OCCO2
    95 | -1 | 105 | 106 | -2 | -1 | 23 | 105
COc1cccc(C2/C(=C(\O)c3ccc4c(c3)OCCO4)C(=O)C(=O)N2CCCn2ccnc2)c1 (stereo unspecified)
    98 | 5 | 97 | 103 | -19 | -1 | 5 | 92
CCCCSc1nnc2c(n1)[nH]c1ccccc12
    93 | 9 | 94 | 86 | -6 | 1 | 12 | 99
O=C1CCCC/C1=N\Nc1ccc(OCc2ccccc2)cc1
    86 | 1 | 105 | 105 | -11 | -6 | 17 | 97
CN1CCN(C(=O)C2=C[C@H](c3ccc4c(c3)OCO4)C[C@H](OCc3ccc(CO)cc3)O2)CC1
    123 | -1 | 95 | 93 | 0 | 4 | 0 | 95
COc1cc(C#N)ccc1OCC(=O)c1ccc2c(c1)OCCO2
    91 | -8 | 103 | 106 | 0 | 3 | 0 | 117
CC(=O)c1sc(NC(=O)c2ccc(Br)o2)nc1C
    93 | 3 | 97 | 88 | -4 | 2 | 17 | 101
CCn1cc(Cl)c(C(=O)N2N=C3/C(=C/c4cccs4)CCCC3C2c2cccs2)n1 (stereo unspecified)
    96 | 2 | 97 | 97 | 3 | 6 | 27 | 117
COc1ccccc1NC(=O)Nc1nnc(CC(=O)Nc2ccccc2)s1
    89 | 3 | 90 | 93 | 9 | 1 | 11 | 88
O=C(CCS(=O)(=O)c1cccc2nonc12)N1CCOCC1
    85 | -4 | 96 | 98 | -5 | 6 | -1 | 103
O=C(O)c1cc(-c2ccco2)[nH]n1
    103 | -10 | 100 | 106 | -11 | -2 | 0 | 97
CCN1CCN(C(c2ccc(OC)cc2)c2nnnn2Cc2ccc3c(c2)OCO3)CC1 (stereo unspecified)
    110 | 13 | 102 | 96 | 0 | 7 | 0 | 102

Remaining list, next part
Results follow in this order: LAP4-GFP MLPCN | JMJD2C inh | RPL19A TOR yeast | MEP2 TOR yeast | proCasp7 act | procasp3 activ | AHR act | CR mimetic SO
COCCN(C(=O)COC(=O)CCc1ccccc1OC)c1c(N)n(Cc2ccccc2)c(=O)[nH]c1=O
    89 | 8 | 84 | 87 | -5 | -7 | 0 | 79
O=C(COC(=O)CNC(=O)c1cccc([N+](=O)[O-])c1)Nc1nc2ccccc2s1
    96 | 4 | 106 | 107 | 5 | -4 | 7 | 100
OC1(c2ccccc2)CN(c2ccccc2)C2=[N+]1CCS2 (stereo unspecified)
    · | 3 | · | · | -9 | 5 | -2 | 99
Cc1cccc(-n2c(C)cc(/C=N/NC(=O)c3cccc([N+](=O)[O-])c3C)c2C)c1
    102 | 2 | 100 | 104 | -3 | 0 | -2 | 100
O=C(Nc1ccncc1)Nc1ccc(F)c(Cl)c1
    92 | -1 | 100 | 96 | 0 | -1 | 11 | 107
Cc1cccc(-n2nnc(C(=O)NCc3ccco3)c2N)c1
    ? | -10 | 18*[may fluoresce violet] | ? | -12 | 14 | 6 | 97
COc1ccccc1-n1cc([C@@H]2C[C@H]3CN(c4ccccc4)C(=O)[C@]34CCCN24)cn1
    110 | -45 | 100 | 102 | 5 | -7 | 14 | 99
